Source: PubChem BioAssay
SMARCA2 act: SMARCA2 (BRM) function activators, primary screen, cell-based, luminescence, high throughput; MG213 cells, MMTV-luciferase reporter, dexamethasone, overnight; activation, % at 9.1 µM; 370,000 tested, 1% active; in the data active means activation above about 7.8%;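 further: 0% = vehicle wells and 100% = reference activator wells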
NPR1 activator: GC-A stimulated cGMP production enhancers – HEK293 GC-A cells, cGMP TR-FRET, EC30 ANP, primary screen; 0% at EC30 ANP, 100% saturating ANP; activation, % at 10 µM; 370,000 tested, 0.14% active; AID 1671463, 2021; in the data active means activation above about 40%
Target sequence (P16066 whole entry, looked up): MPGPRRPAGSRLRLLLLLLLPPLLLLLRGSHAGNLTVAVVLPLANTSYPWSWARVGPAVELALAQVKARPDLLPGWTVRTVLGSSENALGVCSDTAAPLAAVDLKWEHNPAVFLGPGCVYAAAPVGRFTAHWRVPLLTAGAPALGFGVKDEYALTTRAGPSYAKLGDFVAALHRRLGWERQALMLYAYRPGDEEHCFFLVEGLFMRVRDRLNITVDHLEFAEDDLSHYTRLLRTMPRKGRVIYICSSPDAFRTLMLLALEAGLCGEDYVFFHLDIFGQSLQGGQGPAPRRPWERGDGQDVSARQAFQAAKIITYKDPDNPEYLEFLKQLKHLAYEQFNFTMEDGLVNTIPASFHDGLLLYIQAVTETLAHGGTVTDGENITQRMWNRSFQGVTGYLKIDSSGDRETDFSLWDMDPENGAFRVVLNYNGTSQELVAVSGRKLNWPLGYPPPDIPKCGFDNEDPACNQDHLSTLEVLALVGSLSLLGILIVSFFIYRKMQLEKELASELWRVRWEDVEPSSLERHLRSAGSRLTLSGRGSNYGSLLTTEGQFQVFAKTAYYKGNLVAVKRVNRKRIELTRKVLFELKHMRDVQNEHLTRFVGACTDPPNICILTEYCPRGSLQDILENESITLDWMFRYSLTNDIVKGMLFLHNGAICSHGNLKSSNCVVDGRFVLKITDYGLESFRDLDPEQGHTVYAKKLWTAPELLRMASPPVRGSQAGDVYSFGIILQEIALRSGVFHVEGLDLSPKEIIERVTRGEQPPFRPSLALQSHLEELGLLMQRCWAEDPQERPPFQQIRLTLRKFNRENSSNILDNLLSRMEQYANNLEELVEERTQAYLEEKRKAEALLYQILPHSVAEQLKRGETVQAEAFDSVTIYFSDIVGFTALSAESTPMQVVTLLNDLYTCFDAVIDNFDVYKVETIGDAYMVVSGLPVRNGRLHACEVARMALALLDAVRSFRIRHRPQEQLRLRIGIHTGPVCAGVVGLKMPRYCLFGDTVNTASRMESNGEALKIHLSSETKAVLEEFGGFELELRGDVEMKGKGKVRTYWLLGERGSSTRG
mABHD4 FP: ABHD4 inhibitors, primary screen, biochemical, fluorescence polarization, mouse; (Lyso)-N-acylphosphatidylethanolamine lipase (Mus musculus), Q8VD66; purified mABHD4, FP-Rh probe fluorescence polarization; AID 720543, 2013; 370,000 tested, 0.54% active; inhibition, % at 8.92 µM;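 active means inhibition exceeding the mean over every tested compound plus 3 SD, cut at about 30% in these data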;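 further: 0% = plate median of compound wells and 100% = S159A mutant with DMSO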
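assay system = mABHD4 protein | compound dosing = single nominal dose of 8.92 µM, 0.89% DMSO final | read-out basis = percent inhibition of probe binding, normalized to plate controls | schedule = Enzyme–compound pre-incubation 45 min, then probe 60 min, both 25 °C | detection = fluorescence polarization, excitation 525 nm, emission 598 nm, BODIPY TMR filters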
ARFGAP1 inh: inhibitors of rat ARFGAP1 GAP activity, primary screen, biochemical, fluorescence polarization, GDP tracer; ADP-ribosylation factor GTPase-activating protein 1 (Rattus norvegicus), Q62848; Arfgap1-stimulated ARF1 GTP hydrolysis, GDP FP detection; inhibition, % at 16.5 µM; 360,000 tested, 0.26% active; AID 651572, 2012;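 active means inhibition above a per-plate limit, mean inhibition of low control wells plus 3 SD, cut at about 25% in these data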;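 further: 0% = DMSO wells with enzyme and 100% = wells lacking Arfgap1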
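system = rat Arfgap1 catalytic domain, aa 1-136 | technique = FP, GDP Alexa 633 tracer displaced from anti-GDP antibody, 620/688 nm | compound = one concentration, 16.5 µM, DMSO 1.26% | medium = HEPES-based buffer, pH 7.5 | timing = compound-enzyme preincubation 20 min, reaction 120 min, detection 60 min, 25 °C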
HTRA1 inhibitor: HTRA1 serine protease inhibitors, primary screen, biochemical, fluorescence polarization, HTS. Q92743. recombinant HTRA1, FP-rhodamine activity-based probe. inhibition, % at 5.96 µM. 340,000 tested, 0.5% active. AID 504803, 2011; in the data active means inhibition above about 36%;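 further: 0% = enzyme with DMSO and 100% = wells lacking enzyme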
Rev-erbA mod: modulators of Rev-erb alpha DNA binding, primary screen, biochemical, FITC-DNA, fluorescence polarization, uHTS | Nuclear receptor subfamily 1 group D member 1 (Homo sapiens), P20393 | Rev-erbα–FITC-DNA binding, 90 min | activity, % at 10 µM | 370,000 tested, 0.79% active | AID 1259318, 2017;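 active means activity above about 14%, limit read from the data; passing the limit was not always enough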;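 further: 0% = DMSO wells with 35 nM protein and 100% = DMSO wells with 750 nM protein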
rCAG RNA binder: binders of r(CAG) RNA repeats, primary screen, biochemical, fluorescence. 370,000 tested, 1.3% active. inhibition, % at 3 µM. AID 651821, 2012. r(CAG) RNA repeat, TO-PRO-1 dye displacement fluorescence;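 active means inhibition above the plate cutoff, the mean of all test compounds on that plate plus 3 SD, cut at about 35% in these data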;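 further: 0% = DMSO alone and 100% = 100 µM mitoxantrone as full dye displacement; higher means more dye released from RNA so lower well fluorescence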
ASAP1 GAP inh: inhibitors of human ASAP1 ArfGAP activity, primary screen, biochemical, fluorescence polarization | Arf-GAP with SH3 domain, ANK repeat and PH domain-containing protein 1 (Homo sapiens), … | inhibition, % at 16.5 µM | AID 624377, 2012 | ASAP1-stimulated ARF1 GTP hydrolysis, GDP FP detection | 360,000 tested, 0.19% active; in the data active means inhibition above about 25%;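 further: 0% = vehicle with enzyme and substrate and 100% = no enzyme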
PG9 binder: binders of HIV-1 gp120 antibody PG9, primary screen, biochemical, TR-FRET. inhibition, % at 6.7 µM. HIV-1 gp120 / PG9 antibody interaction. 360,000 tested, 0.43% active. AID 624416, 2012. TR-FRET gp120-PG9 antibody binding; in the data active means inhibition above about 8.5%
GC-B act: human GC-B receptor activators, primary screen, HEK293 GC-B cells, cGMP TR-FRET, EC30 CNP | Atrial natriuretic peptide receptor 2 (Homo sapiens), P20594 | 0% at EC30 CNP, 100% saturating CNP | activation, % at 10 µM | 370,000 tested, 0.11% active;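 active means activation at 10 µM reaching about 35% in either raw or pattern-adjusted values, limit read from the data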
Active calls of the source: *; · = not tested or not shown; & = joins results of further samples.

SMILES,GC-B act,SMARCA2 act,mABHD4 FP,HTRA1 inhibitor,PG9 binder,rCAG RNA binder,NPR1 activator,ARFGAP1 inh,Rev-erbA mod,ASAP1 GAP inh
Cc1ccc(OCC(=O)NNC(=O)C2CCCO2)c(C)c1 (configuration not stated),0,-4,-2,-1,3.2,0,5,-5,2,-5
O=C1c2oc3ccccc3c(=O)c2C(c2ccccn2)N1Cc1ccccc1 (configuration not stated),-4,-1,1,3,-1.4,-5,0,-5,-5,-6
O=C(O)CSc1cc(NS(=O)(=O)c2cccc([N+](=O)[O-])c2)c2ccccc2c1O,1,-10,41*,22,-2.3,27,-2,25*,2,28*
CCOC(=O)C1CCN(C(=O)CCNS(=O)(=O)c2ccc(C)cc2)CC1,4,5,-31,16,-0.7,-2,-1,7,2,10
COc1ccc(NC(=O)C2c3ccccc3OCC(=O)N2CCc2ccccc2)cc1 (configuration not stated),-5,-2,0,·,0.7,2,-1,9,-2,14
COCCCNC(=O)Cn1c(=O)n(CCCCCC(=O)Nc2ccccc2)c(=O)c2sccc21,5,-1,-1,-1,-0.7,2,-1,-2,-1,-7
O=C(Nc1cccc(C(F)(F)F)c1)C1CC(=O)N(CCc2ccccc2)C1 (configuration not stated),-11,-4,-6,-12,-0.6,-1,-4,-4,5,4
COc1ccc(-c2cc(C(=O)NCCN3CCOCC3)c3ccccc3n2)cc1OC,2,1,2,6,-1.4,-4,-2,5,-2,1
CS(=O)(=O)N1CCN(Cc2ccccc2C(F)(F)F)CC1,5,0,2,0,-1.4,-5,2,3,10,-1
CCCN1CCN(CC(=O)Nc2nncs2)CC1,1,-2,2,2,-1.1,-2,2,-11,6,5
C[C@@H](C(=O)Nc1ccc2ccccc2c1)[C@@H]1C[C@@]1(C)[C@@H](NC(=O)c1cccnc1)c1ccccc1,-3,0,-17,-49,0.3,7,-2,9,3,22
CN1CCN(/N=C/c2nc(-c3ccc(Cl)cc3)n3ccccc23)CC1,-1,6,-2,7,-14,3,-19,-13,-4,-4
O=C(/C=C/c1ccc(Cl)cc1Cl)N1CCN(c2ccc([N+](=O)[O-])c(N3CCOCC3)c2)CC1,-4,9.9*,-6,0,-3.6,4,-6,0,2,11
CCCCOC(=O)Nc1ccc(N(C)C)cc1,-1,4,-3,8,-4.5,-2,2,-15,-7,5
COc1ccc(NC(=O)c2ccccc2Oc2ccccc2)cc1,-3,-2,-9,-15,-0.2,-5,-11,-11,2,-6
CCCCn1c(N)c(N(CCOC)C(=O)c2ccc(S(=O)(=O)N3CCCCCC3)cc2)c(=O)[nH]c1=O,6,0,2,6,-0.9,-3,-1,11,3,-14
O=C(CSC1=NS(=O)(=O)c2cc(F)ccc2N1)Nc1ccccc1,1,-2,-9,0,-1.5,19,-2,-10,8,-16
Cc1ccc(C)c(CS(=O)(=O)c2cn(CC(=O)N3CCCCC3)c3ccccc23)c1,11,-2,-1,-1,-1.0,1,2,0,1,-15
COc1c(NC(C)=O)c2ccccc2c2ccccc12,2,0,-7,7,-0.3,-3,2,-4,4,-16
CCOC(=O)C1=C(Nc2ccc(Br)cc2)C(=O)N(CC)C1,-2,-7,-5,·,-0.7,-2,-2,-7,-1,2
CCSc1nsc(NC(=O)Nc2cccc(OC)c2)n1,0,-3,-56,-26,-1.1,58*,8,9,6,3
COn1c(=O)c(-c2ccc(C)cc2)[n+]([O-])c2ccccc21,1,0,-2,2,0.9,2,1,8,-10,1
CCOC(=O)c1ccc2c(c1)nc(SCC(=O)N1CCCCC1)n2CC,1,0,9,-1,-0.9,0,6,-5,-3,-13
Cc1cc(C(F)F)n2ncc(C(=O)NCCc3ccc(Cl)cc3)c2n1,-5,0,-5,-9,0.6,1,4,-4,3,-7
C=CC(C)n1c(Br)nc2c1c(=O)[nH]c(=O)n2C (configuration not stated),8,-1,3,3,1.8,-2,5,3,4,12

Further compounds follow.
SMILES,GC-B act,SMARCA2 act,mABHD4 FP,HTRA1 inhibitor,PG9 binder,rCAG RNA binder,NPR1 activator,ARFGAP1 inh,Rev-erbA mod,ASAP1 GAP inh
CCCc1cc(NCCN(C)C)n2c(nc3ccccc32)c1C#N,-5,-2,-3,3,-0.1,-3,-6,-11,1,12
CN(C)S(=O)(=O)c1cccc(C(=O)OCC(=O)NCc2ccc3c(c2)OCO3)c1,5,-1,2,6,-0.2,-1,-4,-14,-2,-8
CCOc1ncccc1C(=O)OCC(=O)N1CCN(S(=O)(=O)c2ccccc2)CC1,-6,-3,-2,-3,-0.2,-8,2,-1,2,-19
COc1ccc(C2C(C(=O)c3sc(C)nc3C)=C(O)C(=O)N2CCN2CCOCC2)cc1 (configuration not stated),8,1,1,5,-1.0,0,2,-15,-1,-3
N#Cc1ccc(C(=O)Nc2cc(C3CC3)nn2-c2ccccc2)cc1,4,1,2,1,-0.1,-3,2,-6,-6,6
COc1cc(C(=O)NCc2ccccc2)cc(Br)c1OC,2,4,-6,1,-2.0,2,-1,13,-9,0
Cc1cccc(CN(C)CCc2ccccn2)c1,-1,3,8,-3,-0.9,-3,2,-8,-4,-5
CC1Cc2ccccc2N1C(=O)CNc1ccccc1N1CCCCC1 (configuration not stated),-2,-1,6,0,-0.5,-2,-6,1,-1,-1
Cc1cc(C)n(-c2ccc(C(F)(F)F)cc2[N+](=O)[O-])n1,0,6,-1,1,-2.6,-2,-2,13,-2,6
CCCN(C(=O)COC(=O)c1[nH]c(C)c(C(=O)OC)c1C)c1c(N)n(Cc2ccccc2)c(=O)[nH]c1=O,1,0,0,-8,0.4,1,3,7,-3,2
COc1ccccc1N1CCN(CC(C)N(C(=O)C2CCCCC2)c2ccccn2)CC1 (configuration not stated),3,-2,2,8,-0.7,-8,-1,-4,-6,-9
CCCCCCCCCCCCC(NC(C)=O)(C(=O)OCC)C(=O)OCC,2,-1,2,7,-0.5,-2,2,4,-2,2
COc1ccc(S(=O)(=O)NCC2CCCN(C(=O)C=C(C)C)C2)cc1 (configuration not stated),-8,7,-1,-1,-2.1,-7,1,11,12,9
CCN(C(=O)COC(=O)c1cn(-c2ccccc2)nc1-c1ccccc1)C1CCS(=O)(=O)C1 (configuration not stated),3,3,-2,-15,0.8,1,-7,-12,-7,4
O=C(CCC1CCCCC1)Nc1cccnc1,-8,-4,-8,-3,-0.7,-1,1,-6,1,11
CS(=O)(=O)NCCSc1cc(C(F)(F)F)nc2ccccc12,-3,-2,5,7,-0.8,0,7,-2,8,-8
CCN(CC)S(=O)(=O)c1ccc2oc(Nc3ccc4c(c3)OCCO4)nc2c1,4,6,1,-5,-0.6,2,-2,6,0,-6
CN(C)[C@@H]1C(=O)C(C(N)=O)=C(O)[C@@]2(O)C(=O)C3=C(O)c4c(O)ccc(Cl)c4[C@@H](O)[C@H]3C[C@@H]12,3,1,55*,33,-2.1,29,6,6,-33&-3&-32,9
CCN(CC)C(=O)CSc1nnc(-c2ccccc2)n1-c1ccccc1,1,-1,-2,-8,1.1,-2,-1,4,2,10
COc1cc(OC)c(NC(=O)Cc2ccc(OC)c(S(=O)(=O)N3CCOCC3)c2)cc1Cl,8,-3,-5,-1,-0.7,-3,-1,-7,0,-6
Oc1c(Br)cc(CNC2CCCCC2)cc1Br,0,-2,16,5,-2.6,8,0,2,-6,2
O=C(N/N=C/c1ccc2c(c1)OCO2)c1ccn(Cc2ccc(Cl)cc2)n1,1,2,-6,1,-0.3,0,-1,22,-1,8
COCCNC(=O)/C(C#N)=C/c1ccc(OCc2ccccc2)cc1,7,5,6,-13,-2.4,-2,1,-2,8,-3
CCOC(=O)CN[C@H]1CCC2C3CC=C4C[C@@H](O)CC[C@]4(C)C3CC[C@@]21C (some centres not stated),-7,-7,8,-3,1.1,-4,-10,-4,2,-10

A second format for five compounds above.
Order of results – GC-B act, SMARCA2 act, mABHD4 FP, HTRA1 inhibitor, PG9 binder, rCAG RNA binder, NPR1 activator, ARFGAP1 inh, Rev-erbA mod, ASAP1 GAP inh
- CCN(CC)C(=O)CSc1nnc(-c2ccccc2)n1-c1ccccc1
→ 1, -1, -2, -8, 1.1, -2, -1, 4, 2, 10
- Cc1cc(C)n(-c2ccc(C(F)(F)F)cc2[N+](=O)[O-])n1
→ 0, 6, -1, 1, -2.6, -2, -2, 13, -2, 6
- CCCCCCCCCCCCC(NC(C)=O)(C(=O)OCC)C(=O)OCC
→ 2, -1, 2, 7, -0.5, -2, 2, 4, -2, 2
- O=C(N/N=C/c1ccc2c(c1)OCO2)c1ccn(Cc2ccc(Cl)cc2)n1
→ 1, 2, -6, 1, -0.3, 0, -1, 22, -1, 8
- COCCNC(=O)/C(C#N)=C/c1ccc(OCc2ccccc2)cc1
→ 7, 5, 6, -13, -2.4, -2, 1, -2, 8, -3
